Assay outcomes from PubChem BioAssay.
GLD-1 RNA inh = GLD-1-TGE RNA interaction inhibition (C. elegans); hit rate 0.44% among 320,000; AID 2280; purified GLD-1 + fluorescein TGE RNA, fluorescence polarization; Q17339; inhibition, % at 5.96 µM;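 active = percent inhibition above a per-plate cutoff, the plate mean of test compounds plus 3 SD, cut at about 30% in these data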;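 note: 0% = DMSO wells with GLD-1 and probe and 100% = wells lacking GLD-1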
Target sequence (Q17339 whole entry, looked up): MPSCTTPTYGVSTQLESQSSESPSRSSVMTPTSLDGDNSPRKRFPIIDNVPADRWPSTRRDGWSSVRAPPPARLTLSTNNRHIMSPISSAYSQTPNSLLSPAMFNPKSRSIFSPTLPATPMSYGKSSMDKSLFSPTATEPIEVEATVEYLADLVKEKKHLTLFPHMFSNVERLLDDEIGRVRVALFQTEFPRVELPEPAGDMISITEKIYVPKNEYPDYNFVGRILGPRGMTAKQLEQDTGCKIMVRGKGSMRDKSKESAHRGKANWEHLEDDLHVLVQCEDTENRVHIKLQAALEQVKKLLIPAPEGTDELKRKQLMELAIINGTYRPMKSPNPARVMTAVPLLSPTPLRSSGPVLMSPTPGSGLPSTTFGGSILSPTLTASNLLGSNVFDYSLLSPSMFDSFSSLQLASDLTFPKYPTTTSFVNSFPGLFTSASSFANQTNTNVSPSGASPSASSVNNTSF
GSTO1 counter = GSTO1 inhibition, counter-screen for RBBP9 inhibitors. recombinant GSTO1, activity-based probe fluorescence polarization. inhibition, % at 5.96 µM. hit rate 1.1% among 300,000. AID 1974;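 active = inhibition above the campaign mean inhibition plus 3 SD, cut at about 35% in these data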;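 note: 0% = GSTO1-1 with DMSO and 100% = wells lacking GSTO1-1 enzyme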
Target sequence (P78417 whole entry, looked up): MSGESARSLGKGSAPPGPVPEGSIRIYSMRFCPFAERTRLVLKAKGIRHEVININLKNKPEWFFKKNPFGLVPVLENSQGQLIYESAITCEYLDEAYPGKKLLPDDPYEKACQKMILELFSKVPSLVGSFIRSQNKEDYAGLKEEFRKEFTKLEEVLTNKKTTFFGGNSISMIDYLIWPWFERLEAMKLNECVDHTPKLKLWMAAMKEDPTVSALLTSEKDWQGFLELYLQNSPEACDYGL
Fam108B inh = blocks mouse Fam108B hydrolase in RBBP9 counter-screen; recombinant Fam108B, FP-Rh probe fluorescence polarization; inhibition, % at 9.51 µM; hit rate 0.33% among 300,000;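 active = inhibition above the screen mean inhibition plus 3 SD, computed separately per campaign, cut at about 18% in these data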;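 note: inhibitors lower polarization as less probe binds the enzyme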
PAD4 inh = inhibitors of human PAD4; recombinant PAD4, RCA probe fluorescence polarization; Q9UM07; inhibition, % at 6.36 µM; hit rate 0.41% among 330,000;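 active = percent inhibition above a cutoff equal to the mean of all tested compounds plus 3 SD, cut at about 15% in these data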;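 note: 0% = PAD4 with RCA probe and DMSO and 100% = probe without PAD4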
PME-1 primary = blocks human protein phosphatase methylesterase 1; recombinant PME-1, FP-Rh probe fluorescence polarization; hit rate 0.53% among 320,000; inhibition, % at 5.9 µM;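 active = inhibition above the campaign mean of all compounds plus 3 SD, cut at about 26% in these data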;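 note: competitive labeling of PME-1 active site by serine hydrolase directed probe; 0% = PME-1 with DMSO and 100% = wells lacking PME-1 enzyme; inhibitors block probe labeling so polarization falls and inhibition rises; many of its hits are not listed in these tables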
MCL1 BIM primary = inhibitors of human MCL1 binding to BIM-BH3 peptide; Q07820; GST-MCL1 / FITC-Bim-BH3 fluorescence polarization; AID 2057; inhibition, % at 10.9 µM; hit rate 0.68% among 320,000;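 active = inhibition above the mean inhibition of all tested compounds plus 3 SD, set per campaign, cut at about 40% in these data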;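 note: 0% = DMSO wells and 100% = unlabeled Bim-BH3 peptide control; higher means more loss of mP so more displacement of Bim peptide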
Target sequence (Q07820 whole entry, looked up): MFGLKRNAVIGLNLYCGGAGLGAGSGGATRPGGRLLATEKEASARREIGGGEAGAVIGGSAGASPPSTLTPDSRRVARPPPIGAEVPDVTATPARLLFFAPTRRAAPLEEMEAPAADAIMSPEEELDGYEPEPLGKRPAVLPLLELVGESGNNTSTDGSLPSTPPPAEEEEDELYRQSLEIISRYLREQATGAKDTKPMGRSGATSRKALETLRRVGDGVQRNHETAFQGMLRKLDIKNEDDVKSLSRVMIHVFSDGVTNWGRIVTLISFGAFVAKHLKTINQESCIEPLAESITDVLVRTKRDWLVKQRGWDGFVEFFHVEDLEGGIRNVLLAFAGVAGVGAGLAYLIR
MEX-5 binding = C. elegans MEX-5 TCR-2 RNA binding activity | AID 1832 | MEX-5/FITC-TCR2 RNA binding, fluorescence polarization; active compounds read low | activity score (negative = inhibition of binding), % at 10 µM | hit rate 0.38% among 300,000 | Q9XUB2;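 active = inhibition past about -25% in most replicates, and total fluorescence under double the plate's negative control median, limit read from the data; inconclusive = replicates evenly split on the limit, or fluorescence at least double controls; inactive = too little inhibition in most replicates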;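 note: 0% = DMSO and -100% = 5 µM competing unlabeled TCR2 RNA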
TPT1 inhibitor = inhibitors of Candida albicans tRNA 2'-phosphotransferase TPT1 | AID 1962 | recombinant caTPT1, FP RNA substrate dephosphorylation | inhibition, % at 5 µM | hit rate 0.81% among 300,000;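 active = inhibition above the mean of all tested compounds plus 3 SD, set per screening campaign, cut at about 24% in these data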;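 note: plate controls were DMSO alone for no effect and ferristatin control at 100 nM for full effect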
Bcl-xL primary = Bcl-xL (human) inhibition. AID 2129. GST-Bcl-xL / FITC-Bim BH3 peptide fluorescence polarization. hit rate 0.7% among 320,000. inhibition, % at 10.9 µM;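 active = inhibition above the mean of all tested compounds plus 3 SD, cutoff set per campaign, cut at about 30% in these data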;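 note: 0% = DMSO wells and 100% = unlabeled Bim-BH3 peptide competitor; inhibitors lower millipolarization by displacing the labeled peptide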
The depositor's hits bear a star; ? = inconclusive; nt = not tested or not shown. Only part of the results is shown; the hit share may differ from the screen's.

SMILES	GLD-1 RNA inh	GSTO1 counter	Fam108B inh	PAD4 inh	PME-1 primary	MCL1 BIM primary	MEX-5 binding	TPT1 inhibitor	Bcl-xL primary
Cc1ccc(/C=C2\C(=O)ON=C2c2ccccc2)o1	-4	1	1	-7	-5	4	0.1	-2	-1
COc1cc(S(=O)(=O)NCCN2CCOCC2)c(OC)cc1Cl	6	0	-4	0	-5	-4	0.7	3	-2
Cc1cc(Nc2ccccc2)nc(-c2ccccc2O)n1	8	-13	15	-1	9	3	-0.3	-5	0
Cc1nc2ccc(NS(=O)(=O)c3ccc(F)c(F)c3)cc2s1	-14	nt	nt	-4	-7	-12	nt	nt	-5
O=C(Cc1ccc(Br)cc1)Nc1ccccc1Cl	-6	4	-2	-2	-11	4	-4.0	-2	2
O=C1C(=O)N(CC(=O)N2CCCC2)c2ccccc21	-2	6	-5	-5	-1	0	1.3	-5	3
CCc1nnc(NC(=O)c2ccc(S(=O)(=O)N3CCN(Cc4ccccc4)CC3)cc2)s1	1	7	4	2	-5	2	-4.4	-1	9
COc1ccc(/C(O)=C2/C(=O)C(=O)N(CC3CCCO3)C2c2cccc(OC)c2)cc1 (configuration not stated)	4	0	0	-2	-4	7	0.7	-1	8
O=C(Oc1cccc(Nc2ncnc3ccccc23)c1)c1ccccc1Cl	1	-32	-28	-4	-43	1	-2.9	-3	-1
CC1CCCC(NC(=O)CSc2ncccn2)C1C (configuration not stated)	1	nt	nt	1	0	-3	nt	nt	-6
COc1cc(CCC(=O)O)on1	-3	-3	-1	2	-2	-1	-2.3	1	-1
O=C(Nc1nc2c(cc3c4c(cccc42)CC3)s1)c1ccccc1Cl	3	1	-10	-2	-5	4	-1.4	5	2
CCOC(=O)C1CCN(C2=C(NS(=O)(=O)c3ccc(Br)cc3)C(=O)c3ccccc3C2=O)CC1	1	45*	3	-5	19	7	-0.5	-4	7
Cc1cccc(N=C2CSC(=O)N2)c1	-3	5	2	-3	-4	6	0.8	-3	7
Cc1cc(-c2ccc(C)c(S(=O)(=O)N3CCN(c4ccc(F)cc4)CC3)c2)on1	-2	2	-1	1	-1	4	nt	-5	-1
Cc1ccc(S(=O)(=O)NC(CC(=O)NCC2CCCO2)c2ccco2)cc1 (configuration not stated)	3	5	0	-7	-2	3	-1.0	3	3
O=C(CN1CCN(Cc2ccccc2)CC1)NCCc1ccccc1	10	-3	0	-8	2	6	-2.4	-1	7
O=C(NCCN1CCOCC1)c1ccc2c(c1)N(Cc1ccccc1F)C(=O)c1ccccc1S2	-8	-11	0	-11	-3	-1	0.2	-4	2
CCC1=NN2C(=N)/C(=C\c3cccn3-c3c(C)cccc3C)C(=O)N=C2S1	9	-6	-4	-5	1	-2	0.4	2	8
COc1cccc(C(=O)Nc2cc(-c3cn4cccnc4n3)ccc2C)c1	5	-5	1	-3	-1	-4	2.5	1	-2
C=CCNc1nc(N2CCOCC2)nc(N2CCOCC2)n1	1	4	-4	-2	-1	-4	-0.6	3	-5
O=S(=O)(/N=C(/Nc1cccc2ccccc12)c1ccccc1)c1cccs1	-2	3	0	-1	1	2	0.0	-1	5
Cc1cc(N2CCN(C)CC2)nc2ccc(NC(=S)NCCCN3CCc4ccccc4C3)cc12	-3	6	1	0	0	13	-1.5	-3	11
CC(CCc1ccccc1)NC(=O)C(=O)N1CCOCC1 (configuration not stated)	0	5	-1	-4	-3	4	0.0	-4	4
Cn1nc(C(=O)N2CCc3ccccc32)c2ccccc2c1=O	4	1	6	-1	-7	0	0.0	-2	2
CN(CC(O)COc1ccc(S(=O)(=O)N2CCOCC2)cc1Cl)C1CCCCC1 (configuration not stated)	-6	-3	-3	5	7	0	-0.8	2	-1
COc1ccc(NC(=O)C2CCCN(C(=O)Nc3ccc(F)cc3)C2)cc1OC (configuration not stated)	4	5	0	-4	-7	3	-0.7	2	3
CCNC(=O)c1ccccc1CCc1ccccc1	4	1	-2	-5	2	-4	1.7	1	0
CN(CC(O)COCc1ccccc1F)C1CCCCC1 (configuration not stated)	3	-2	-3	-6	7	3	1.9	0	4
Cc1noc(C)c1CSc1nc2[nH]ncc2c(=O)n1-c1ccccc1	-10	3	-3	1	8	-7	0.5	0	-1
O=C(CN(Cc1ccc(Cl)cc1)C(=O)CNS(=O)(=O)c1ccccc1)NCC1CCCO1 (configuration not stated)	-4	4	8	-1	1	1	1.0	-4	6
CCN(c1ccccc1)S(=O)(=O)c1ccc(C(=O)Nc2ccccn2)cc1	2	5	-1	2	0	-1	0.5	0	0
COc1ccc(C(=O)NCC(=O)NCC(=O)OCC(=O)c2ccc(C)cc2)cc1	7	-2	3	5	-3	1	1.7	-2	0
Cc1ccc(N2C(=O)c3cccc4cccc(c34)C2=O)cc1	-4	-3	1	-7	1	-1	0.0	0	1
O=C(CN1CCN(S(=O)(=O)c2ccccc2)CC1)Nc1ccccc1C(=O)c1ccccc1	-5	0	4	-1	6	1	-1.0	-1	-1
N#C/C(=C\c1ccc(Sc2ccccc2)o1)c1nc2ccccc2[nH]1	-25	-6	-3	-6	-7	-44	-8.7	51*	-17
Cc1cccc(NC(=O)CCN2CCCCC2)c1	7	0	0	0	-5	1	-0.1	1	2
CC1CCCCC1NC(=O)CCC(=O)N1CCOc2ccc(Cl)cc21 (configuration not stated)	2	7	1	2	7	3	1.4	0	3
COc1ccc(C(=O)c2c3ccc(OC)cc3[n+]([O-])n2CCCC(N)=O)cc1	-8	-8	-2	-5	1	-6	1.1	0	2
COc1ccccc1NC(=O)Cn1nc(-c2ccc(Cl)cc2)c2ccccc2c1=O	12	0	-14	-4	-11	22	-0.2	-4	16
Cc1nc(SCCOc2ccccc2F)[nH]c(=O)c1Cc1ccccc1	5	9	-3	-2	-7	-3	-0.7	5	5
Cc1cccc(OCC(=O)Nc2ccccc2-c2ccccc2)c1	8	7	-1	-1	0	-11	1.4	1	-1
O=C1NN=C(c2ccccc2)CC1c1c[nH]c2ccccc12 (configuration not stated)	2	5	4	4	9	4	-0.1	-5	8
O=C(COC(=O)CCCSc1nc2ccccc2[nH]1)Nc1cccc(F)c1	7	0	-5	-6	-7	-9	-0.9	-2	-6
O=C(Nc1ccc(S(=O)(=O)Nc2ccnn2-c2ccccc2)cc1)C(F)(F)F	2	-6	-5	0	-1	-2	1.1	1	-5
Cc1cc(C)cc(NC(=S)N2CCC(NC(=O)C3CC3)CC2)c1	0	-3	-1	-2	4	5	2.3	-1	4
Cc1ccccc1NNC(=O)C(=O)NNc1ccccc1C	2	6	9	3	-1	-5	-1.2	-3	3
c1ccc2sc(NN=C3CCCCCC3)nc2c1	2	3	4	3	6	-11	-3.4	2	-5
CCc1cc2ccc(C)cc2nc1SCC(=O)NNC(=O)c1ccco1	-2	-4	-5	-2	4	4	-3.0	2	7
CC(C)Sc1nc2c([nH]1)c(=N)ncn2Cc1ccccc1	-2	10	3	-7	1	2	0.2	0	8
Cc1onc(C(=O)NN)c1-c1csc(COc2ccc(Cl)cc2)n1	-12	6	-6	-3	-4	1	nt	0	1
CCc1nnc(NC(=O)CSc2ncnc3scc(-c4ccc(C)cc4)c23)s1	0	8	-3	1	-4	-4	0.3	5	5
COc1ccc(-c2nc(CN(CC3CCC(=O)N3)C(C)C)c(C)o2)c(C)c1C (configuration not stated)	3	-5	-4	-2	-4	3	-0.3	-3	1
COc1cc(/C=C/C(C)=O)cc(OC)c1OC	-5	-1	0	-2	2	-1	5.6	-2	4
CCCc1nc2scc(-c3ccccc3)c2c(=O)n1N	5	-2	-4	7	-4	0	nt	-3	6
CSCCC(=O)N1CCC(n2nccc2NC(=O)c2ccc3c(c2)OCO3)CC1	6	4	-4	1	3	6	-0.6	-4	6
OC(CCCN1CCC(O)(c2ccc(Cl)cc2)CC1)c1ccc(F)cc1 (configuration not stated)	4	1	-1	0	-4	-5	-0.2	0	2
O=C(Nc1ccc([N+](=O)[O-])cc1)C1(c2ccccc2)CCOCC1	10	-1	0	-2	1	1	-2.8	-1	2
CCS(=O)(=O)N1CCN(CC2CC3C=CC2C3)CC1 (configuration not stated)	-5	6	1	-3	-2	-2	-0.4	-1	2
Cc1ccc(SCC2(O)CCN(C(=O)c3ccc(Cl)cc3)CC2)cc1	-1	-2	7	-1	3	1	-0.6	-4	4

New compounds follow:
SMILES	GLD-1 RNA inh	GSTO1 counter	Fam108B inh	PAD4 inh	PME-1 primary	MCL1 BIM primary	MEX-5 binding	TPT1 inhibitor	Bcl-xL primary
CC(/C=N/NC(=O)Cc1cc(=O)[nH][nH]1)=C\c1ccccc1	7	31	0	-7	3	10	-0.4	-6	3
Cc1cccc(-c2c3c(=O)n(C)c(=O)n(C)c3c3cccnn23)c1	23	3	0	1	3	27	?	-4	27
S=C(NCC1CCCO1)N1CCN(c2cccc(Cl)c2)CC1 (configuration not stated)	4	2	0	-2	-8	6	-2.5	2	4
COc1ccc(-n2nc([N+](=O)[O-])c(=NCc3ccc4c(c3)OCO4)n2O)cc1	0	4	0	-1	1	-12	-5.6	4	-2
COc1ccc(C(=O)OC(C)C(=O)NC2CCCc3ccccc32)cc1OC (configuration not stated)	-1	nt	nt	-1	21	9	nt	nt	5
CC(=O)c1c(C)[nH]c(C(=O)OCc2nc3ccsc3c(=O)[nH]2)c1C	4	3	0	0	-3	0	-1.8	1	4
Cc1cccc(Nc2nc(-c3ccncc3)cs2)c1	1	3	1	-3	9	4	0.5	1	1
CCOc1ccc(C2C(C(=O)c3cccs3)=C(O)C(=O)N2Cc2cccnc2)cc1OC (configuration not stated)	5	7	1	-4	0	4	0.1	1	7
COc1cc(-c2noc(CCCC(=O)NCc3ccccc3)n2)cc(OC)c1OC	8	-3	2	-7	-9	-2	-1.2	-1	-2
O=c1[nH]c(=O)n(CCOc2ccc(Cl)cc2)cc1Br	4	2	-1	-3	0	-2	-1.9	-1	2
O=C1/C(=C/Nc2cccc([N+](=O)[O-])c2)CCc2ccccc21	-4	10	8	-5	9	-17	-2.4	-3	-4
Cc1cc(C)cc(NC(=O)CN2CCc3cc4c(cc3C2C)OCCCO4)c1 (configuration not stated)	5	-1	-9	5	-7	-6	2.5	0	-1
Cc1cccc(N(C(=O)CNC(=O)c2ccco2)C(C(=O)NC2CCCC2)c2ccncc2)c1C (configuration not stated)	9	5	-1	-2	-2	-3	2.7	1	-5
Fc1ccc(NC(=S)Nc2cccc3ccccc23)cc1	4	-2	-1	-2	0	10	-0.8	-2	7
COc1ccc(S(=O)(=O)N2c3ccc(F)cc3CCC2C)cc1 (configuration not stated)	-15	-8	4	-8	3	3	0.9	-2	4
CCOC(=O)CS(=O)(=O)c1nc(-c2ccccc2)cc(C(F)(F)F)n1	5	-33	-3	0	-1	16	-0.2	0	9
CC(=O)N1CCCN(C(=O)c2ccc3nc(Cc4ccccc4F)oc3c2)CC1	0	0	-1	-2	2	-1	3.3	-1	1
COc1cccc(NC(=S)N(CCN(C)C)C(C)c2cccnc2)c1 (configuration not stated)	5	3	4	3	5	-3	0.2	-2	1
CSc1nsc(SCC(=O)Nc2ccc(C(N)=O)cc2)n1	10	-2	-1	4	3	1	1.5	1	-2
CCOc1ccc2c(c1)C(N(CCN1CCOCC1)C(=S)Nc1ccccc1OC)CC(C)(C)O2 (configuration not stated)	8	19	0	4	-7	7	1.6	-4	5
